Source: PubChem BioAssay
RSV antiviral HEp-2: inhibition of RSV-induced cytopathic effect – HEp-2 cells, primary 10 µM value included (AID 2391); HEp-2 cells, RSV-induced CPE inhibition; higher % means a stronger effect; actives 0.13% (n = 310,000); one-dose CPE inhibition, % at 10 µM; IC50 in µM for titrated hits; in the data active means a potency from the dose series; inconclusive means CPE inhibition mostly from about 23% at the one dose, without a potency; inactive means the rest, 99 in 100 with CPE inhibition below about 21%; further: strong numbers were not always called active
West Nile antiviral: inhibition of WNV-induced cytopathic effect – cell-based, CPE readout (AID 1621); West Nile virus-infected cells, CPE inhibition; higher % means a stronger effect; actives 0.02% (n = 290,000); one-dose CPE inhibition, % at 10 µM; IC50 in µM for titrated hits; in the data active means a potency from the dose series; inconclusive means CPE inhibition mostly from about 3.7% at the one dose, without a potency; inactive means the rest, 99 in 100 with CPE inhibition below about 2.2%; further: strong numbers were not always called active
SV40 large T antigen: TAg ATPase/helicase activity blockers – biochemical (AID 1903) | inhibition, % at 20 µM; hits with a dose series show IC50 in µM | actives 0.39% (n = 310,000) | SV40 large T antigen ATPase/helicase inhibition assay; higher % means a stronger effect; in the data active means a potency from the dose series; inconclusive means inhibition mostly from about 32% at the one dose, without a potency; inactive means the rest, 99 in 100 with inhibition below about 32%; further: strong numbers were not always called active
Insulin prom up: MIN6 insulin promoter up-regulation; MIN6 insulin promoter-GFP reporter, high-content imaging; hits give high values; z-score at 5 µM; actives 0.3% (n = 190,000);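 active means z-score above 3 at 5 µM with at least 500 cells counted in the well; inconclusive means wells under 500 cells, flagged as cytotoxic or low count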
PMI inhibitors: MPI enzyme activity inhibition – biochemical, fluorescence intensity, coupled assay, primary screen (AID 1209); purified PMI enzyme, coupled fluorescence intensity; higher % means a stronger effect; inhibition, % at 20 µM, or IC50 in µM where a hit was titrated; actives 0.42% (n = 190,000);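 further: plate controls were DMSO vehicle for no effect and wells lacking substrate for full effect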
TNAP activation fold: stimulation of alkaline phosphatase TNAP activity – biochemical, luminescent, no phosphate acceptor, uHTS, primary screen (AID 1001); activation fold at 20 µM; hits with a dose series show EC50 in µM; purified TNAP, luminescent activation assay, no phosphate acceptor; higher activation fold means a stronger effect; actives 0.03% (n = 200,000); in the data active means activation fold from about 3, or a potency from the dose series; inactive means the rest, 99 in 100 with activation fold below about 1.6; further: many of its hits are not listed in these tables
ER stress rescue: protection against thapsigargin-triggered cell killing – 384-well, CSM14.1, ATP luminescence, primary screen (AID 1222) | 190,000 tested, under 10 active | CSM14.1 thapsigargin-induced death rescue, ATP luminescence; higher % means a stronger effect | one-dose cellular ATP content (survival), % at 20 µM; EC50 in µM for titrated hits;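 active means EC50 below 50 µM in the dose-response confirmation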;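 further: death triggered by thapsigargin at about 15 µM added after 2 h compound pretreatment; cell ATP read after overnight thapsigargin exposure of roughly 18 to 22 hours; normalized against plate controls of thapsigargin alone and 5% DMSO vehicle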
PhoP inhibition: PhoP-dependent GFP reporter repression – Salmonella Typhimurium, primary screen (AID 1863). S. Typhimurium PhoP-regulated promoter GFP reporter, 4 h; higher % means a stronger effect. one-dose inhibition, % at 50 µM; IC50 in µM for titrated hits. actives 0.16% (n = 300,000);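 active means inhibition over 29.93%, a cutoff 3 SD above the screen mean, later confirmed by dose response; inconclusive means inhibition over 29.93% but no dose response follow-up; inactive means inhibition at most 29.93% or unconfirmed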;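 further: 0% = low Mg2+ inducing control and 100% = high Mg2+ repressing control; strong numbers were not always called active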
PMI inhibition: human PMI inhibitors, high substrate, primary screen, biochemical, fluorescence intensity, high mannose 6-phosphate (AID 1220). recombinant PMI enzyme, coupled fluorescence intensity; higher % means a stronger effect. one-dose inhibition, % at 20 µM; IC50 in µM for titrated hits. actives 0.66% (n = 190,000)
Insulin prom up cell count: also measured in Insulin prom up; calls as there; cell count; measured here: cytotoxicity, nuclei count;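 total cells summed across four imaged fields per well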
* hit, by the source's call; ? = inconclusive; . = not tested or not shown. Unless noted, no stated cut-off is given here; in the data, active means inhibition above about 50%; inactive means the rest.

SMILES,RSV antiviral HEp-2,West Nile antiviral,SV40 large T antigen,Insulin prom up,Insulin prom up cell count,PMI inhibitors,TNAP activation fold,ER stress rescue,PhoP inhibition,PMI inhibition
O=C(NCCN1CCOCC1)C(=O)NCC1OCCCN1S(=O)(=O)c1ccc(F)cc1 (stereo not given),-0.2%,0.1%,3%,.,.,.,.,.,-3%,.
CCC(=O)OCC(=O)Nc1ccc2c(c1)OCO2,-0.6%,0.1%,5%,-0.82,1087,-3%,1.1,7.2%,8%,10%
CCC(CC(C)(C)O)C(=O)NNC(=S)Nc1ccccc1 (stereo not given),-0.3%,-1.6%,.,.,.,3%,2.5,0.3%,.,-4%
CC(/C=N/NC(=O)c1c(Br)cnn1C)=C\c1ccccc1,2.7%,0.5%,15%,0.08,1268,-1%,1.1,-5.4%,-6%,0%
CCOC(=O)c1c(C)oc(NC(=O)CCl)c1C(=O)OCC,0.7%,-0.3%,3%,-0.26,1199,-16%,1.1,5.9%,2%,-14%
Cc1cccc(N2CCN(CC(O)COc3ccccc3Cl)CC2)c1 (stereo not given),-0.1%,-0.1%,10%,1.7,802,.,.,.,-3%,.
COc1ccc2[nH]c(C(=O)O)c(NS(=O)(=O)c3ccc(C)c(C)c3)c2c1,0.4%,0.2%,25%,.,.,.,.,.,0%,.
O=S(=O)(c1ccc(S(=O)(=O)N2CCCC3(CCCCC3)C2)cc1)N1CCCCC1,0.9%,-0.7%,10%,-0.02,1257,-1%,1.1,-2.4%,11%,4%
O=[N+]([O-])c1cccc(S(=O)(=O)NCCOc2cccc3cccnc23)c1,2.7%,-0.8%,6%,.,.,.,.,.,0%,.
COc1ccc(CN2CCCC(C(=O)Nc3cccc(-n4cnnn4)c3)C2)c(C)c1C (stereo not given),0.8%,0.4%,7%,.,.,.,.,.,4%,.
O=S(=O)(Nc1nc(-c2ccccc2)cs1)c1cc(Cl)ccc1Cl,3.4%,-0.5%,15%,.,.,.,.,.,5%,.
Cc1cc(C)cc(-c2nnc(SCC(=O)c3ccc4c(c3)OCCO4)o2)c1,0.4%,-0.5%,14%,.,.,13%,1.1,-0.4%,-3%,6%
CCOC(=O)N1CCN(C(=O)CN2C(=O)c3ccccc3S2(=O)=O)CC1,0.5%,-0.6%,5%,.,.,.,.,.,6%,.
O=C(c1cc(COc2ccc(F)cc2Cl)on1)N1C[C@H]2CC[C@H]1C2,?,-1.2%,25%,.,.,.,.,.,1%,.
O=C(CCS(=O)(=O)c1ccc(Br)cc1)N1CCN(c2ccc(F)cc2)CC1,3.8%,-0.9%,11%,.,.,.,.,.,8%,.
O=C(CCl)NNc1nc(-c2ccccc2)c2cc(Cl)ccc2n1,2.6%,-0.6%,13%,.,.,.,.,.,-1%,.
CCOc1ccc(NC(=O)Nc2cc(C(=O)O)ccc2N2CC3CC(C2)c2cccc(=O)n2C3)cc1 (stereo not given),3.5%,1.2%,7%,.,.,.,.,.,1%,.
COc1cc(Br)cc(/C=N/c2ncn[nH]2)c1O,12%,0.1%,11%,0.19,1750,31%,0.9,-0.5%,21%,26%
c1ccc(CN2CCC(Nc3nc(-c4ccccc4)nc4ccccc34)CC2)cc1,-2.1%,1.1%,5%,-0.46,693,14%,1,2.2%,26%,3%
Cn1cc(C(=O)N/N=C/C(Br)=C\c2ccccc2)ccc1=O,1.9%,-0.3%,5%,.,.,-8%,1,-3.4%,-6%,-4%

3 compounds from above, arranged by formula weight, falling:
SMILES,RSV antiviral HEp-2,West Nile antiviral,SV40 large T antigen,Insulin prom up,Insulin prom up cell count,PMI inhibitors,TNAP activation fold,ER stress rescue,PhoP inhibition,PMI inhibition
O=C(CCS(=O)(=O)c1ccc(Br)cc1)N1CCN(c2ccc(F)cc2)CC1,3.8%,-0.9%,11%,.,.,.,.,.,8%,.
CCOC(=O)N1CCN(C(=O)CN2C(=O)c3ccccc3S2(=O)=O)CC1,0.5%,-0.6%,5%,.,.,.,.,.,6%,.
CCC(=O)OCC(=O)Nc1ccc2c(c1)OCO2,-0.6%,0.1%,5%,-0.82,1087,-3%,1.1,7.2%,8%,10%

The listing continues:
SMILES,RSV antiviral HEp-2,West Nile antiviral,SV40 large T antigen,Insulin prom up,Insulin prom up cell count,PMI inhibitors,TNAP activation fold,ER stress rescue,PhoP inhibition,PMI inhibition
CCCOc1ccc(C2CC(=O)NC2=O)cc1 (stereo not given),0.8%,-0.2%,.,-0.25,1596,9%,1,-0.8%,.,4%
Cc1nc(-c2ccccc2)sc1C1(C)CC(c2cccc([N+](=O)[O-])c2)=NO1 (stereo not given),0.6%,-0.3%,4%,0.51,1003,.,.,.,-7%,.
O=C(CNC(=O)c1ccccc1Br)N/N=C/c1ccco1,1.4%,-0.1%,11%,.,.,.,.,.,-2%,.
O=C(c1ccc(Oc2cc(Cl)cc(Cl)c2)o1)N1CCCCC1,3.0%,-0.8%,5%,0.88,1344,.,.,.,-1%,.
CC(=O)Nc1ccc(NC(=O)/C=C/c2ccc3c(c2)OCO3)cc1,-1.4%,0.3%,2%,-0.05,1550,8%,1.1,-0.9%,-15%,9%
O=C(CNC(=O)c1ccccc1F)OC(C(=O)Nc1cc(C(F)(F)F)ccc1Cl)c1ccccc1 (stereo not given),1.4%,-1.1%,0%,.,.,11%,1.2,-1.1%,18%,0%
COc1ccccc1NC1=NCC(=O)N1Cc1ccccc1,2.2%,0.2%,1%,-1,1782,-13%,1.1,0.7%,-1%,-13%
COc1ccc(Br)c(C(=O)NC2CCCC2)c1,1.6%,.,5%,0.65,1326,12%,1,0.3%,0%,13%
Cc1ccc(C(=O)COC(=O)c2ccccc2N2C(=O)C3C4CCC(C4)C3C2=O)cc1C (stereo not given),1.4%,0.3%,-14%,-0.12,1522,6%,1.1,0.8%,13%,4%
Cc1cnc(C(=O)N2CCN(S(=O)(=O)c3ccc4ccccc4c3)CC2)cn1,1.9%,-1.2%,3%,0.8,903,-7%,1.1,0.5%,-3%,-5%
CCOc1ccccc1CN1CCC(Oc2cccc(C(=O)NCCOC)c2)CC1,0.3%,-0.9%,3%,.,.,.,.,.,-2%,.
CCc1c(C)nc(N2CCN(c3ccccc3)CC2)[nH]c1=O,0.3%,-0.8%,8%,.,.,.,.,.,-3%,.
CC1CCCCC1NC(=O)C1CCCN(S(=O)(=O)c2ccc(-n3cnnn3)cc2)C1 (stereo not given),0.5%,-0.6%,7%,.,.,.,.,.,1%,.
CCOC(=O)Cc1csc(NC(=O)Nc2ccc(Cl)cc2)n1,6.0%,0.4%,10%,-0.26,1180,.,.,.,-2%,.
O=C(NNc1cccc(Cl)n1)Nc1cccc(Cl)c1,1.6%,0.1%,5%,.,.,1%,1,5.2%,8%,2%
Cc1ccc(NC(=O)Nc2ccno2)cc1,0.6%,-0.7%,8%,-1.8,1312,.,.,.,-12%,.
CC(C)CN(C(=O)COc1ccc(-c2nnco2)cc1)C1CCS(=O)(=O)C1 (stereo not given),0.9%,-0.5%,17%,.,.,.,.,.,10%,.
COc1ccc(C2C(C(C)=O)=C(O)C(=O)N2Cc2cccnc2)cc1 (stereo not given),0.9%,0.1%,6%,0.56,1244,-6%,1,1.6%,1%,-11%
C=CCOc1ccc(C2C3=C(CCCC3=O)N(CC(=O)O)C3=C2C(=O)CCC3)cc1OCC,1.6%,-0.4%,2%,.,.,.,.,.,5%,.
CCCN1C(=O)/C(=C2\SC(=S)N(c3c(C)n(C)n(-c4ccccc4)c3=O)C2=O)c2ccccc21,2.4%,0.2%,6%,2.2,998,.,.,.,-2%,.
CCOC(=O)c1c(C)n(C)c2ccc(OC)c(NC(=O)CN3CCCCC3)c12,0.2%,.,6%,-0.27,1616,9%,1.1,0.8%,-6%,12%
Cn1c(SCC(=O)Nc2nccs2)nnc1-c1ccncc1,1.3%,0.2%,5%,0.93,847,-3%,0.9,1.7%,-8%,-13%
O=C(NCc1ccc2c(c1)OCO2)C1Cc2ccccc2CN1C(=O)c1ccco1 (stereo not given),5.1%,-0.7%,7%,-0.24,1407,-2%,1.1,1.8%,0%,-8%
O=C(CN1CCOCC1)OCCCC1CCCCC1,1.5%,0.0%,1%,-0.02,1624,-8%,1.1,3.4%,-5%,-6%
O=C(c1ccc(Cl)cc1)n1c(NCc2ccccc2)n[nH]c1=S,-1.2%,0.2%,4%,0.53,1403,3%,1.1,2.6%,-5%,-6%
CC1Cc2nc(SCC(=O)NCc3ccco3)n(Cc3ccccc3)c(=O)c2S1 (stereo not given),3.3%,0.3%,14%,0.16,1479,8%,1,.,5%,5%
O=C1c2cccc3c([N+](=O)[O-])ccc(c23)C(=O)N1c1ccccn1,-2.5%,-2.1%,12%,2,994,-22%,1.1,-1.4%,-220%,-74%
CCn1nc2cc(C(=O)NCCc3cccs3)ccc2c1OC,2.8%,-0.4%,7%,-0.54,1299,-7%,1,-2.1%,-3%,-10%
CN(Cc1ccc(Cl)cc1Cl)C(=O)c1cc(=O)c2ccccc2o1,13%,-0.6%,9%,.,.,.,.,.,-5%,.
CN(C)CCN(Cc1ccccc1)c1ccnc(N(C)C)c1C#N,0.0%,.,3%,0.44,1304,4%,1.1,-1.2%,4%,0%
CSc1sc(C(=O)NCC2CC2)cc1S(=O)(=O)C(C)C,.,0.5%,9%,-0.35,1055,.,.,.,-10%,.
Cc1ccc(/C=C/C(=O)N2CCc3ccccc3C2)cc1,?,.,16%,-0.25,1009,8%,1.1,1.1%,-1%,10%
COc1ccc(C2=NN(S(C)(=O)=O)C(c3cccs3)C2)cc1OC (stereo not given),-0.7%,-0.8%,11%,-0.37,1506,1%,1.1,0.1%,-7%,4%
Cc1ccc(-c2nc3[nH]c(=O)cc(NC(=O)C(C)C)n3n2)cc1,1.4%,0.3%,10%,-0.01,1107,.,.,.,-11%,.
C/C(=N\NC(=O)COc1cc(C)cc(C)c1)c1cccc(NC(=O)C2CCC2)c1,5.8%,0.4%,12%,.,.,.,.,.,6%,.
Cc1cccc(C(=O)Nc2cccc(-c3cnc4ccccc4n3)c2)c1,-2.0%,-1.0%,7%,0.55,1871,19%,1,-1.8%,-5%,19%
O=C(OCN1C(=O)c2ccccc2C1=O)C1CCCCC1,-1.2%,-0.1%,.,0.47,1206,3%,1.1,.,5%,2%
c1ccc2c(c1)OCCOCCOCCO2,-1.4%,-0.2%,10%,1.1,1260,0%,1.1,0.4%,-1%,2%
C#CC(CC)(CC)NC(=S)Nc1ccc(S(N)(=O)=O)cc1,1.8%,-0.3%,3%,0.28,1425,0%,1.1,5.9%,0%,1%
COc1cc(NC(=O)CSc2nnc3n2C(C)(C)Cc2ccccc2-3)cc(OC)c1,-0.5%,-0.1%,14%,0.14,1501,-17%,1,0.5%,-1%,-3%

Rows were taken by chance; overall some 1.5% were active at least once.
